LAP4 TOR yeast: yeast TOR pathway LAP4-GFP modulation. 0.34% of 320,000 active. GFP response vs DMSO, % at 10 µM. AID 2023. S. cerevisiae LAP4-GFP multiplex, flow cytometry GFP, 3 h; median GFP as percent of DMSO wells;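 active means GFP response vs DMSO above a set limit, about the screen mean plus 3 SD, cut at about 150% in these data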
Yeast superoxide: caloric restriction mimetics inhibiting age-related superoxide in yeast | superoxide response (% of plate mean), % at 10 µM | 0.18% of 330,000 active | S. cerevisiae aged cells, superoxide DHE fluorescence; hits give low values;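 active means superoxide response under a set limit, about three screen SD below normal, cut at about 65% in these data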;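 further: yeast aged for seven days with compound at 30 °C before DHE staining; 100% = average MFI of all compound-treated wells on the plate with controls excluded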
MEP2-GFP yeast: alters MEP2-GFP fluorescence in TOR pathway yeast screen | S. cerevisiae MEP2-GFP strain, flow cytometry GFP, 3 h; 100% = DMSO control level | GFP response vs DMSO, % at 10 µM | 0.51% of 330,000 active | AID 2016;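 active means GFP response versus DMSO above a set limit, roughly screen mean plus 3 SD, cut at about 180% in these data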;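 further: median GFP fluorescence of the barcode-gated MEP2-GFP cells per well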
CIT2-GFP yeast: yeast TOR pathway CIT2-GFP modulation; GFP response vs DMSO, % at 10 µM; AID 2029; S. cerevisiae CIT2-GFP strain, flow cytometry, 3 h; 100 means same as DMSO wells; 0.065% of 320,000 active;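 active means GFP response relative to DMSO above a set limit, near the screen mean plus 3 SD, cut at about 150% in these data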;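 further: ratio of well median GFP fluorescence to mean of DMSO wells on the plate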
Efflux pump mplx: inhibitors of Candida antifungal efflux pumps expressed in yeast; S. cerevisiae Candida pump triplex, Nile Red efflux; inhibition, % at 10 µM; 0.44% of 330,000 active; AID 485275;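 active means plate passing quality check with inhibition over a set limit, or well fluorescence over plate mean plus 4 SD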;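 further: Nile Red retained in pooled yeast measured as flow cytometry median fluorescence; 0% = buffer negative control and 100% = Enniatin B positive control; higher means more Nile Red kept so more efflux inhibition; some compounds called inactive have numbers as strong as hits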
RPL19A TOR yeast: modulators of TOR pathway RPL19A-GFP in S. cerevisiae | AID 2025 | S. cerevisiae RPL19A-GFP strain, flow cytometry, 3 h; hits give low values | 0.3% of 330,000 active | percent response vs DMSO, % at 10 µM;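 active means percent response vs DMSO below 50%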;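 further: median channel GFP fluorescence of the barcoded RPL19A-GFP strain; ratio of sample median GFP to plate DMSO average so 100% = DMSO; lower means less RPL19A-GFP as with rapamycin TOR inhibition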
AGP1-GFP MLPCN: alters AGP1-GFP fluorescence in TOR pathway yeast screen; S. cerevisiae AGP1-GFP multiplex flow cytometry, 3 h; GFP as percent of DMSO wells; GFP response vs DMSO, % at 10 µM; 0.02% of 320,000 active; AID 2066;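 active means GFP response relative to DMSO above a set limit, near screen average plus 3 SD, cut at about 150% in these data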;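 further: median GFP channel fluorescence of the gated AGP1 strain per well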
AHR act: human AHR activation. 2.5% of 320,000 active. P35869. activation, % at 5 µM. AHR-responsive luciferase reporter cells, luminescence. AID 2796; in the data active means activation above about 47%;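 further: 0% = vehicle wells and 100% = reference agonist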
Target sequence (P35869 whole entry, looked up): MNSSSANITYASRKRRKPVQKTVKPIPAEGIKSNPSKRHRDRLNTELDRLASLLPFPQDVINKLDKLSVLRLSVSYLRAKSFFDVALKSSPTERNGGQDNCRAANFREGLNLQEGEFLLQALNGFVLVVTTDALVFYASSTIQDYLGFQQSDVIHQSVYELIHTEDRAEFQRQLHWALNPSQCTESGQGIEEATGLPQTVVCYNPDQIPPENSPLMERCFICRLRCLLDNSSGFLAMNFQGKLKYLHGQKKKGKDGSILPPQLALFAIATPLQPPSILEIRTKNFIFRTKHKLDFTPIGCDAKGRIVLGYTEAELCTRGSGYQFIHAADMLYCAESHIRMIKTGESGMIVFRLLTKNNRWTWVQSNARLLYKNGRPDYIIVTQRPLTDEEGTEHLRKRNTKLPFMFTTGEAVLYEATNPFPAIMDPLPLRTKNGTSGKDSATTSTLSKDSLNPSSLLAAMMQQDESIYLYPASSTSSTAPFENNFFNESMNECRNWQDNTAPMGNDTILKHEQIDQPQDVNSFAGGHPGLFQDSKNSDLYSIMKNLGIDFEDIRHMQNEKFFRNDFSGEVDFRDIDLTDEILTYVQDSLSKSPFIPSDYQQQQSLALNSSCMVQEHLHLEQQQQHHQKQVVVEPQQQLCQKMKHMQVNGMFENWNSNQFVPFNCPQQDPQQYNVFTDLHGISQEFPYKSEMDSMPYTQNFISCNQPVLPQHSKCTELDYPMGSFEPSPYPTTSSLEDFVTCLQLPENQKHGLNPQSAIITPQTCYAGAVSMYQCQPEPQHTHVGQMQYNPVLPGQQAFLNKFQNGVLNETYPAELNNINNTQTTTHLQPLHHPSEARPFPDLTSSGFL
* hit, by the source's call; / = not tested or not shown.

Preview, two compounds:
Each structure is followed by: LAP4 TOR yeast	Yeast superoxide	MEP2-GFP yeast	CIT2-GFP yeast	Efflux pump mplx	RPL19A TOR yeast	AGP1-GFP MLPCN	AHR act
CCOc1ncccc1C(=O)Nc1ccccc1C(=O)NCc1ccc2c(c1)OCO2
→ 97	103	104	106	-0.1	99	103	4
COc1ccccc1CCNC(=O)C(=O)NCC1OCCN1S(=O)(=O)c1ccc([N+](=O)[O-])cc1 (configuration not stated)
→ 100	86	101	105	0.0	102	104	5

Results, from the first entry:
Each structure is followed by: LAP4 TOR yeast	Yeast superoxide	MEP2-GFP yeast	CIT2-GFP yeast	Efflux pump mplx	RPL19A TOR yeast	AGP1-GFP MLPCN	AHR act
CCOc1ncccc1C(=O)Nc1ccccc1C(=O)NCc1ccc2c(c1)OCO2
→ 97	103	104	106	-0.1	99	103	4
COc1ccccc1CCNC(=O)C(=O)NCC1OCCN1S(=O)(=O)c1ccc([N+](=O)[O-])cc1 (configuration not stated)
→ 100	86	101	105	0.0	102	104	5
CN1CCN(CCCNCc2cn(CCC#N)c3ccccc23)CC1
→ 99	92	97	107	-0.1	98	100	5
COc1cc2c(cc1OC)C(c1ccc(SC)cc1)CC(=O)N2 (configuration not stated)
→ 100	89	100	98	0.3	98	102	33
O=C(COc1ccccc1[N+](=O)[O-])Nc1ccc2c(c1)CCC2
→ 92	121	95	90	-0.2	90	92	0
Cc1nc(N2CCOCC2)sc1C=O
→ 100	86	101	97	-0.1	106	101	-2
C=CCn1c2ccccc2c2nn(C)c(=S)nc21
→ 98	87	105	109	0.1	107	94	13
CC1CN(C(=O)c2cccc(S(=O)(=O)NCc3ccccc3)c2)CC(C)O1 (configuration not stated)
→ 92	101	101	85	0.2	94	94	1
COCc1ccc(-c2c(-c3ccccc3OC)sc3cc4c(cc23)OCO4)cc1
→ 107	107	98	100	0.0	99	98	51*
CCn1ccnc1C(O)c1ccccc1OC (configuration not stated)
→ 97	95	100	95	0.3	97	96	0
CCOC(=O)C1CCCN(c2nc3ccccc3nc2C(C#N)C(=O)OCC)C1 (configuration not stated)
→ 96	95	102	100	0.2	103	97	-1
N#Cc1cc(C#N)c(N2CCN(c3ccccn3)CC2)nc1N
→ 104	81	105	102	-5.7	98	103	6
NC(=O)COC(=O)CNC(=O)c1sc2ccccc2c1Cl
→ 91	82	91	95	0.1	91	93	1
COc1cccc(Oc2ccc(S(=O)(=O)N3CCOCC3)cc2[N+](=O)[O-])c1
→ 92	77	106	127	-0.2	100	101	0
COc1ccc(C(CNC(=S)NCc2ccccc2)N2CCCC2)cc1 (configuration not stated)
→ 106	92	100	107	-0.1	105	111	2
N#CC1=C(C2CC2)CC(c2ccccc2)C(C#N)=C1N (configuration not stated)
→ 99	89	94	88	0.0	94	/	31
COc1ccc(C(CNC(=O)c2oc3ccc(Br)cc3c2C)N2CCCCC2)cc1 (configuration not stated)
→ 103	99	105	110	-0.1	101	105	-1
COC(=O)c1c(N2C(=O)CC(Sc3ncccc3C(=O)O)C2=O)sc(C)c1C (configuration not stated)
→ 114	104	109	101	0.0	97	105	1
Cc1ccc(NS(=O)(=O)c2cccs2)c(C)c1
→ 98	91	91	112	0.2	95	78	1
CCCN(C(=O)CSc1nnnn1C)C1CCS(=O)(=O)C1 (configuration not stated)
→ 100	88	95	103	0.1	104	104	2
O=C(C1COc2ccccc2O1)N1CCn2c(nc3ccccc32)C1 (configuration not stated)
→ 96	103	102	105	0.1	98	103	0
Cc1nn(C)c(=O)n1-c1ccc(Oc2ccccc2)cc1
→ 100	97	102	/	0.2	103	96	-2
O=C1CCCC(O)=C1C1C2=C(CCCC2=O)Oc2ccccc21 (configuration not stated)
→ 124	80	108	110	0.0	106	110	4
O=C(NCCc1cccs1)C1CC(c2ccccc2F)=NO1 (configuration not stated)
→ 149	105	81	92	0.0	94	94	11
CC(C)(C)OC(=O)N/N=C/c1c[nH]c2ccccc12
→ 101	91	96	85	-0.2	95	116	21
O=C1/C(=C/c2ccccc2)N=C(N2CCOCC2)N1c1cccc(Cl)c1
→ 96	82	94	88	0.1	97	92	7
CCOC(=O)c1cc(-c2ccc(/C=C3/C(=O)NC(=O)C(C#N)=C3C)o2)ccc1Cl
→ 151*	115	108	87	-0.1	67	64	-3
O=C(CNC(=O)c1ccncc1)N/N=C/c1ccc(O)cc1O
→ 100	95	97	98	-0.2	99	99	2
CCOc1ccccc1Oc1c(C)oc2cc(OC(=O)N3CCOCC3)ccc2c1=O
→ 101	129	98	97	0.1	102	103	2
Nn1c(-c2ccccc2)cc(-c2ccccc2)cc1=O
→ 109	100	85	105	0.0	101	89	8
COc1ccc(-n2nnc3c(=O)n(Cc4cc(C)ccc4C)cnc32)cc1
→ 105	141	102	102	0.5	101	102	4
O=C(Nc1cccc(C(=O)O)c1)/C(=C\c1ccco1)NC(=O)c1ccc(Br)o1
→ 91	95	99	97	0.1	99	99	-1
Cc1nn(-c2ccccc2)c2nc(N)c(C#N)c(-c3ccc(F)cc3)c12
→ 101	102	101	100	0.2	97	97	15
Cc1nnsc1C(=O)N1CCC(C(=O)c2ccccc2)CC1
→ 106	95	98	90	0.1	98	105	1
COc1ccc(C(CNC(=O)COc2ccccc2C#N)N2CCOCC2)cc1 (configuration not stated)
→ 96	100	99	97	0.3	96	97	14
COC(=O)c1cccc(N(CC(=O)NCC2CCCO2)C(=O)CCC(=O)Nc2cc(C)on2)c1 (configuration not stated)
→ 93	107	87	96	0.6	97	99	0
Cc1cccc(C(=O)NCC(=O)N2CCN(S(=O)(=O)c3cc(C)ccc3C)CC2)c1
→ 107	96	103	108	-0.1	102	111	1
COCc1[nH][nH]c(=O)c1C=Nc1ccc(F)cc1F
→ 99	107	101	93	-0.2	100	100	4
CCCC1O[C@@H]2C[C@H]3[C@@H]4CCC5=CC(=O)C=C[C@]5(C)[C@H]4[C@@H](O)C[C@]3(C)[C@]2(C(=O)CO)O1 (some centres not stated)
→ 112	101	97	83	-0.1	99	84	12
COc1cc(OC)cc(C2C(C#N)=C(N)Oc3n[nH]c(-c4cccnc4)c32)c1 (configuration not stated)
→ 97	84	101	100	-0.1	99	104	-1
OCCC1CN(Cc2nc3ccc(F)cc3[nH]2)CCN1C1CCCC1 (configuration not stated)
→ 101	77	94	101	0.1	96	101	6
CSc1cccc(Nc2ccc(S(=O)(=O)N3CCOCC3)cc2[N+](=O)[O-])c1
→ 97	101	103	94	-0.1	96	94	-1
COc1cccc(/C=C2\SC(=S)N(CCCC(=O)Nc3cc(C)on3)C2=O)c1
→ 122	107	107	106	0.0	101	106	-6
CN1CCN(CCOc2ccc(-c3ccccc3)cc2)CC1
→ 88	101	105	93	1.1	100	90	2
Cc1cc(C)n(-c2c(F)c(F)c(CO)c(F)c2F)n1
→ 94	107	100	100	0.1	104	100	-1
Oc1ccccc1N1CCN(c2ccc3ccccc3n2)CC1
→ 102	91	107	101	-0.1	102	98	10
COC(=O)CSc1nnc(CNC(=O)c2ccccc2F)n1-c1ccc(F)cc1
→ 117	91	117	113	-0.1	106	113	0
CCOc1ccc(NC(=O)c2cccs2)c([N+](=O)[O-])c1
→ 86	97	96	/	-0.1	97	96	-3
Cc1cc(C)n(CC(=O)n2c(C)c(C)c3ccccc32)n1
→ 104	112	104	98	0.1	100	99	1
OC(CNC1Cc2ccccc2C1)COc1ccc(F)cc1 (configuration not stated)
→ 103	111	102	90	0.1	99	100	4
CCCCN(C)CCNS(=O)(=O)c1ccc2c(c1)n(C)c(=O)c(=O)n2C
→ 102	86	99	104	0.2	99	97	-2
COc1ccc(Cn2c(-c3ccc(OC)cc3)nc3ccccc32)cc1
→ 98	74	94	99	0.0	95	98	2
Cc1ccc(C2C(C#N)=C(N)SC(N)=C2C#N)o1
→ 111	96	117	108	-0.2	102	96	3
CCCCn1c(CCc2ccccc2)nc2cc3[nH]c(=O)c(C(C)C)nc3cc21
→ 96	104	94	79	0.1	99	85	11
CCc1nnc(NC(=O)C2CCN(S(=O)(=O)c3ccc(C)cc3)CC2)s1
→ 110	113	109	109	-0.1	106	109	0
c1ccc(-c2nn3c(-c4ccccc4)nnc3s2)cc1
→ 105	101	102	98	0.3	98	81	-12
COc1ccc(CCNc2cc(C)nc(N)n2)cc1OC
→ 90	94	112	100	0.2	105	95	/
COC(=O)c1ccc(OCCOCCOc2cccc3ccc(C)nc23)cc1
→ 91	87	97	97	0.4	103	95	13
COc1cc(/C=N/NC(=O)CCc2c(C)n[nH]c2C)cc(OC)c1OC
→ 100	83	97	105	-0.1	106	107	19
Cn1c(N)c(C(=O)COC(=O)COc2cccc(Br)c2)c(=O)n(C)c1=O
→ 92	123	91	82	0.0	89	97	2

Carrying on.
Each structure is followed by: LAP4 TOR yeast	Yeast superoxide	MEP2-GFP yeast	CIT2-GFP yeast	Efflux pump mplx	RPL19A TOR yeast	AGP1-GFP MLPCN	AHR act
O=C(Nc1nc2ccccc2[nH]1)c1ccc(Cl)c([N+](=O)[O-])c1
→ 103	142	98	94	0.1	97	97	28
Cc1cc(CNC(=O)CC2C(=O)NCCN2Cc2ccc(-c3ccccc3)cc2)nn1C (configuration not stated)
→ 91	108	98	86	0.3	92	93	-2
Cc1c(C(=O)O)[nH]c2c1C(=O)CC(c1ccc(C(C)(C)C)cc1)C2 (configuration not stated)
→ 109	105	102	96	0.1	104	97	-1
COc1ccc(C(=O)Nc2ccc(C(=O)OCC(=O)c3cccc4ccccc34)cc2)cc1
→ 112	102	106	100	0.2	111	104	4
COc1ccc(C(=O)NNC(=S)NC(=O)c2ccccc2)cc1
→ 105	162	107	110	-0.1	111	109	1
Cc1cccc(OCC(=O)Nc2ccccc2N2CCN(C)CC2)c1
→ 97	104	105	104	0.0	106	111	7
C=C(C)COc1ccc(-c2[nH]ncc2-c2ccccc2OC)c(O)c1
→ 119	115	96	82	0.3	102	89	33
COC(=O)C(O)(NC(=O)OCc1ccccc1)C(F)(F)F (configuration not stated)
→ 105	77	103	110	-0.1	96	98	3
CC(C)c1nnc(NC(=O)CCC(=O)N2CCN(c3ccccc3F)CC2)s1
→ 111	104	102	103	0.0	99	117	1
COc1ccc(C)cc1S(=O)(=O)NC1CCCCC1C (configuration not stated)
→ 98	86	100	98	0.1	99	95	2
Cn1c(N)c(C(=O)COC(=O)/C=C/c2ccc(Cl)c(Cl)c2)c(=O)n(C)c1=O
→ 97	91	111	102	-0.1	102	103	0
O=C(COC(=O)c1ccncc1)Nc1cc(S(=O)(=O)N2CCOCC2)ccc1Cl
→ 88	99	84	86	0.0	93	100	-2
O=C(O)c1cccc(NS(=O)(=O)c2ccc3c(c2)C(=O)c2ccccc2C3=O)c1
→ 101	156	97	93	0.1	94	101	1
O=c1c2ccccc2nnn1CSc1nnc(-c2cccs2)n1Cc1ccccc1
→ 101	109	102	91	0.0	98	103	2
CSc1nc(N)nc(SC2C=CCCC2)c1C#N (configuration not stated)
→ 99	107	105	102	-0.1	107	110	-5
CC(C)n1cc(CN2CCC(n3nccc3NC(=O)Cc3ccccc3)CC2)cn1
→ 112	101	107	101	-0.1	101	102	2
COCCn1c(SCC(=O)NCc2ccc3c(c2)OCO3)nnc1C(C)C
→ 106	79	107	105	0.0	93	104	-1
Cc1ccc(C(=O)N/C(=C\c2cccs2)C(=O)NCCCN2CCOCC2)cc1
→ 104	99	106	110	-0.1	99	98	-3
Cc1csc(NC(=O)CSc2ncnc3ccccc23)n1
→ 126	99	107	84	0.1	98	100	5
O=C(CSc1n[nH]c(-c2ccccc2)n1)Nc1ccc(F)cc1F
→ 107	106	105	111	-0.2	115	117	1
COC(=O)Nc1ccc2c(c1)N(C(=O)CCN1CCOCC1)c1ccccc1S2
→ 95	116	99	90	0.3	95	90	5
CCN(CCCNC(=O)CSc1cc(=O)n(C)c2cc(Cl)ccc12)Cc1ccccc1
→ 104	91	102	93	0.1	97	98	0
Cc1c(C(=O)CN2CCSCC2)c2ccccc2n1C
→ 92	107	90	90	0.1	94	97	-1

Screening results (PubChem BioAssay)
